GAA spleen mod = inhibits or activates alpha-glucosidase in human spleen homogenate. P10253. AID 2112. human spleen homogenate, 4-MU-alpha-glucoside fluorescence. hit rate 0.006% among 240,000. Potency, µM (titrated, usually from 79.9 µM), for the others: top-dose activity change, negative = inhibition, actives largely listed as inhibitors;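 further: 0% = enzyme with vehicle and -100% = no enzyme basal signal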
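Compounds were titrated against alpha-glucosidase in spleen homogenate at pH 5.0, with 1 mM 4-methylumbelliferyl substrate for 40 min at 37 C. Reactions were quenched with pH 10 NaOH/glycine and fluorescence measured.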
HTT aggregate = reduces HttQ103-GFP aggregates in PC12 cells; hit rate 1.1% among 220,000; PC12 HttQ103-GFP aggregates, Acumen cytometry, 40 h; Potency, µM (highest dose often 46.1 µM), for inactives: at the top dose activity change, negative = inhibition, actives largely listed as inhibitors; AID 1688; further: on the % scale 0 is the no-effect control and ±100 the full control effect; nearly all actives have a fitted effect of over 60% in size
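PC12 cells stably carrying ecdysone-inducible HTT exon 1 Q103–GFP were induced with tebufenozide (100 nM final) and treated with library compounds in titration. GFP aggregates in lysates were counted by laser scanning cytometry.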
GoLoco inh red = blocks human Gai1 binding to RGS12 GoLoco peptide, red readout; Gai1:RGS12 GoLoco peptide FP, rhodamine, 10 min; P63096; hit rate 0.44% among 230,000; Potency, µM (titrated, usually from 61.6 µM), for the others: at the highest dose activity, negative = inhibition, hits mostly inhibitors; active means well fitted inhibition curve with a large enough effect, not every such curve was filed as active; inactive means no such curve, though single readings can be large or run the other way; further: on the % scale 0 is the no-effect control and ±100 the full control effect; nearly all actives have a fitted effect of over 30% in size; many of its hits are not listed in these tables
Target sequence (P63096 whole entry, looked up): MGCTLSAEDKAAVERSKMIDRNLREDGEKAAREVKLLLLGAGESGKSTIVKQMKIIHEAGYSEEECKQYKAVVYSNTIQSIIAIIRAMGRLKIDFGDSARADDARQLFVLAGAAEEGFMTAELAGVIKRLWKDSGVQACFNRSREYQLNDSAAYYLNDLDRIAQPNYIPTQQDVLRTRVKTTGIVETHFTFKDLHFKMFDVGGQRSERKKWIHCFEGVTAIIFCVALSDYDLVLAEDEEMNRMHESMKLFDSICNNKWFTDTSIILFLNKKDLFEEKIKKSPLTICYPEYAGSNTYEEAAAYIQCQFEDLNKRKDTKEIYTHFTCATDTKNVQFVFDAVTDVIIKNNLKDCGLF
GAA inhib = blocks human lysosomal alpha-glucosidase | purified human GAA, 4-MU-alpha-glucoside fluorescence | AID 1466 | Potency, µM (highest dose often 76.9 µM), without a hit: top-dose activity change, negative = inhibition, most hits filed as inhibitors | hit rate 0.005% among 200,000;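 further: plate controls were uninhibited enzyme wells for no effect and no-enzyme background for full effect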
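qHTS format, compound range up to 77 uM. Human lysosomal enzyme at 4 nM, 400 uM 4-MU glucoside substrate, pH 5.0, 20 min room temperature; fluorescence after alkaline stop gives activity normalized to controls.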
HTT cytoprotect = protects HTT-Q103 PC12 cells, measured by ATP. hit rate 0.14% among 230,000. Potency, µM (highest dose often 56.4 µM), without a hit: cytoprotection (ATP increase), most hits filed as activators. PC12 HTT-Q103 induced, cytoprotection, ATP luminescence, 40 h;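 further: % of control where 0% means no effect; nearly all actives have a fitted effect of over 45% in size; toxic huntingtin expression switched on by the ecdysone agonist tebufenozide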
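PC12 cells stably carrying ecdysone-inducible Htt exon 1 (Q103)–GFP were induced with 100 nM tebufenozide (final) alongside library compounds in a dose series. Cytoprotection was scored as retained ATP by ATPlite luminescence.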
IMPase Li cell = IMPase inhibition in cells with lithium potentiation. CHO-M1 cells, IP1 TR-FRET (IP-One), carbachol + lithium. Potency, µM (doses to about 59.4 µM), without a hit: at the top dose activity, negative = IMPase inhibition, most hits filed as inhibitors. hit rate 0.35% among 210,000. AID 1457;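 further: IP1 builds up when IMPase is blocked and the TR-FRET signal falls; plate controls were basal vehicle for no effect and high inhibitor control for full effect; nearly all actives have a fitted effect of over 50% in size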
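IP1 accumulation measured by competitive TR-FRET in lysed CHO-M1 cells after 30 min compound exposure at 37C, with a small lithium addition to potentiate weak responses. Hill-equation AC50 from ratio and donor-channel data.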
GAA glycogen = alters human alpha-glucosidase cleavage of glycogen | AID 2100 | Potency, µM (doses to about 76.4 µM), for the others: at the top dose activity change, negative = inhibition, usual class: inhibitors | recombinant GAA, glycogen substrate, Amplex Red glucose oxidase fluorescence | hit rate 0.38% among 300,000;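 further: 0% = full enzyme reaction and -100% = no-enzyme basal signal; the screen sought inhibitors and activators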
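qHTS, 1536-well; enzyme 4 nM final; cpd up to 77 uM; substrate bovine liver glycogen 30 ug; 50 mM citrate/phosphate pH 5.0, 0.01% Tween-20; 37 C, 40 min; Amplex Red detection 45 min RT; Hill fit → AC50.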
Active calls of the source: *; ? = inconclusive; . = no result given; [ ] = remark or other dose. Unless noted, the call rests on the fitted dose curve; in most records, active means well fitted curve in the direction sought with a large enough effect; inconclusive means small, poorly fitted or top-dose-only effect, or another doubt; inactive means no such curve, though single readings can be large; an effect the other way counts as inactive or inconclusive. Potency means the concentration at half of the fitted maximal effect. A portion of the library; count on the stated rates, not on these rows.

Value order: GAA spleen mod, HTT aggregate, GoLoco inh red, GAA inhib, HTT cytoprotect, IMPase Li cell, GAA glycogen
[1] CC(=O)c1cccc(CN2CCCC(CCC(=O)NCc3ccc(F)c(F)c3)C2)c1 (stereo not drawn)
→ 3.7%, -19.4%[9.22 µM], 17.1%, -3.9%, 5.9%[10 µM], 18.4%, 2.1%
[2] O=c1cc(CSc2nnc3ccccn23)c2c(ccc3ccccc32)o1
→ -14.9%, -1.5%, 3.4%, 0.8%, ., 3.2%, 6.6%
[3] COc1ccc(C2=NNC(c3cccnc3)=Nc3ccc(OC)cc32)cc1
→ -0.8%, 8.9%, 8.3%, 0.6%, -47.4%[inhibitor], 7.3%, -10.3%
[4] Cc1ccccc1/C=N/N1CCN(c2ccccc2)CC1
→ 5.3%, -16.7%, -7.8%, -4.0%, -12.2%[10 µM], -0.4%, 3.1%
[5] COc1ccc(-c2c3c(=O)n(C)c(=O)n(C)c3cn2-c2ccccc2O)cc1
→ 8.3%, -17.7%[9.22 µM], 4.0%, ., 0.6%[10 µM], ., -3.4%
[6] Cc1csc(N)n1
→ -8.0%, 17.8%, 8.7%, -2.3%[15.4 µM], ., 10.1%, -11.1%
[7] CC(C)(C)c1ccc(S(=O)(=O)NCC(=O)Nc2sc3c(c2C(N)=O)CCCC3)cc1
→ -3.4%, -14.6%, 3.2%, -3.1%, 3.5%, 10.2%[38.3 µM], -0.3%
[8] CCCOc1ccc2ccccc2c1/C=N/n1cnnc1
→ 8.4%, -13.9%, -4.0%, -3.9%, 13.1%[1.9 µM], 17.0%[38.3 µM], 3.5%
[9] COc1ccc(NC(=O)CCn2nc(C)cc2C)cc1
→ 2.0%, ?, 3.2%, -9.7%, 12.9%[1.9 µM], 24.8%[38.3 µM], 8.7%
[10] COc1cc2c(C(=O)NCc3ccccn3)cn(C)c(=O)c2cc1OC
→ 5.0%, 6.4%, 0.6%, -5.3%, 3.5%, 3.2%[38.3 µM], -0.2%
[11] N#C/C(=C\c1ccc(O)c([N+](=O)[O-])c1)c1nc2ccccc2s1
→ -1.7%, ?, 30.6%[activator], -5.3%, ., 9.2%, -19.6%
[12] CCn1c(=O)cc(SCC(=O)Nc2ccc(C)cn2)c2ccccc21
→ 4.9%, ?, -4.4%, -3.8%, -133.7%[inhibitor], -13.9%, 7.4%
[13] O=S(=O)(c1ccc(Cl)cc1)c1snnc1-c1ccccc1
→ 3.4%, 14.7%[9.22 µM], -1.5%, 0.2%, -121.5%[inhibitor], 41.3%[activator][38.3 µM], -4.7%

Complete entries, quoted from the list. Screens in order: GAA spleen mod	HTT aggregate	GoLoco inh red	GAA inhib	HTT cytoprotect	IMPase Li cell	GAA glycogen
Results for Cc1ccccc1/C=N/N1CCN(c2ccccc2)CC1 → 5.3%	-16.7%	-7.8%	-4.0%	-12.2%[10 µM]	-0.4%	3.1%
Results for O=c1cc(CSc2nnc3ccccn23)c2c(ccc3ccccc32)o1 → -14.9%	-1.5%	3.4%	0.8%	.	3.2%	6.6%

Rewritten as labelled records: entries from further up
4: Cc1ccccc1/C=N/N1CCN(c2ccccc2)CC1
  GAA spleen mod: 5.3%
  HTT aggregate: -16.7%
  GoLoco inh red: -7.8%
  GAA inhib: -4.0%
  HTT cytoprotect: -12.2%[10 µM]
  IMPase Li cell: -0.4%
  GAA glycogen: 3.1%

5: COc1ccc(-c2c3c(=O)n(C)c(=O)n(C)c3cn2-c2ccccc2O)cc1
  GAA spleen mod: 8.3%
  HTT aggregate: -17.7%[9.22 µM]
  GoLoco inh red: 4.0%
  GAA inhib: .
  HTT cytoprotect: 0.6%[10 µM]
  IMPase Li cell: .
  GAA glycogen: -3.4%

6: Cc1csc(N)n1
  GAA spleen mod: -8.0%
  HTT aggregate: 17.8%
  GoLoco inh red: 8.7%
  GAA inhib: -2.3%[15.4 µM]
  HTT cytoprotect: .
  IMPase Li cell: 10.1%
  GAA glycogen: -11.1%

7: CC(C)(C)c1ccc(S(=O)(=O)NCC(=O)Nc2sc3c(c2C(N)=O)CCCC3)cc1
  GAA spleen mod: -3.4%
  HTT aggregate: -14.6%
  GoLoco inh red: 3.2%
  GAA inhib: -3.1%
  HTT cytoprotect: 3.5%
  IMPase Li cell: 10.2%[38.3 µM]
  GAA glycogen: -0.3%

Assay outcomes from PubChem.
